Screening data deposited in PubChem BioAssay by The Scripps Research Institute Molecular Screening Center.
OXTR potentiate: potentiators of human oxytocin receptor; activation, % at 3 µM; AID 2445; P30559; 320,000 tested, 0.061% active; CHO-OTR cells, Fluo-8 calcium fluorescence, potentiator mode; 0% = oxytocin EC15, 100% = EC100;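 active = activation above that plate's cutoff, the mean activation of tested compounds plus 3 SD, cut at about 6.6% in these data, passing the limit was not always enough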;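 also: 100% uses oxytocin at 75 nM as the full agonist control; some results filed as inactive read as strong as hits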
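Measured by – Fluo-8 calcium dye fluorescence · Test system – human OTR in CHO cells · Dosing – one concentration, 3.0 µM compound · Controls – EC15 oxytocin alone as 0%, 75 nM oxytocin as 100% · Evaluation – normalized max/min fluorescence ratio, % activation · Timing – 6 min pre-incubation, 100 s read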
TAAR1 antag: human TAAR1 antagonism; 360,000 tested, 1.5% active; CHO RD-HGA16 TAAR1, Fluo-8 calcium fluorescence, antagonist; inhibition, % at 3 µM;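 active = inhibition above a per-plate cutoff, the mean inhibition of test compounds on that plate plus 3 SD, cut at about 49% in these data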;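 also: 0% = DMSO plus EC80 beta-PEA response and 100% = DMSO alone without agonist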
Target sequence (Q96RJ0 whole entry, looked up): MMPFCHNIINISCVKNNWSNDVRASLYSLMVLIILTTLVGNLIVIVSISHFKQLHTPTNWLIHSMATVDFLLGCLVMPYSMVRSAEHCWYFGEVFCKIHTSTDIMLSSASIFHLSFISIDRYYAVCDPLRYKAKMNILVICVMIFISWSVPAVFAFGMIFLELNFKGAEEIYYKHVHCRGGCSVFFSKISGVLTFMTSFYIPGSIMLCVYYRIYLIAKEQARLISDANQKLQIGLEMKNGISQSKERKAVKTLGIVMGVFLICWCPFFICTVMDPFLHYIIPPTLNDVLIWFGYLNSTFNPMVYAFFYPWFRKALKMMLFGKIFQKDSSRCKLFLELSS
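System: RD-HGA16 CHO cells with stable hTAAR1 and Gα16 | Probe or stimulus: EC80 β-phenethylamine stimulus | Dosing: 3 µM, single point | Times: Dye loading 75 min at 37 °C, then 30 min room temperature | Measured by: Fluo-8 calcium-sensitive fluorescence | Read-out basis: % inhibition of agonist calcium response | Replicates: n of 1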
TAAR1 ag: human TAAR1 agonism; AID 624467; 360,000 tested, 0.99% active; CHO RD-HGA16 TAAR1, Fluo-8 calcium fluorescence; vehicle wells 0%, saturating PEA agonist 100%; Q96RJ0; activation, % at 3 µM;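 active = activation above the mean activation of all test compounds in the run plus 3 SD, cut at about 38% in these data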
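test system = CHO RD-HGA16 cells carrying human TAAR1 plus Gα16 | schedule = 17-24 h seeding, 75 min 37 °C dye, 30 min RT | compound dosing = 3 µM single concentration | control set = DMSO and PEA EC100 | replicates = n 1 | signal = Fluo-8 fluorescence, 5 s baseline then 140 s kinetic read | measure = percent activation vs PEA EC100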
CHO parental Ca: counter-screen for OX1R antagonists: effect in parental CHO cells | parental CHO-K1, ATP-induced calcium, Fluo-8 fluorescence | inhibition, % at 5.6 µM | 330,000 tested, 0.63% active;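 active = inhibition above that plate's mean sample inhibition plus 3 SD, cut at about 26% in these data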;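 also: 0% = ATP-challenged DMSO wells and 100% = DMSO wells without ATP; some compounds past the cut are filed as inactive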
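Material: parental CHO cells / Compound: single nominal dose of 5.6 µM per compound / Signal: Fluo-8 fluorescence / Replicates: singlicate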
M1 PAM: potentiates human M1 receptor response to acetylcholine. P11229. CHO-K1 hM1, Fluo-8 calcium fluorescence, ACh EC20; 0% = ACh EC20, 100% = maximal ACh. activation, % at 3 µM. 360,000 tested, 0.088% active. AID 588819; in the data active = activation above about 19%, passing the limit was not always enough
Target sequence (P11229 whole entry, looked up): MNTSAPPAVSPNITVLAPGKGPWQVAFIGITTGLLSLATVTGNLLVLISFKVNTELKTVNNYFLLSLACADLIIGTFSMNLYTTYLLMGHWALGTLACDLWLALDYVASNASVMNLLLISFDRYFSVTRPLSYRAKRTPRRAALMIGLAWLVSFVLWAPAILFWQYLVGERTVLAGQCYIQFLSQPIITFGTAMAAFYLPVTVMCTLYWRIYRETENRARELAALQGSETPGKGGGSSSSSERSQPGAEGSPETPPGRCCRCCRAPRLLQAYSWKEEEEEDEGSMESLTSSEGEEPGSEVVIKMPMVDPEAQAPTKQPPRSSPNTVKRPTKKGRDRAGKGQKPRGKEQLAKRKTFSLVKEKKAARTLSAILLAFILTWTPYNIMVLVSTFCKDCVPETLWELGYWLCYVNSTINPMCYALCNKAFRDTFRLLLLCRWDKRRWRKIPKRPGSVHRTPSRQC
CHRM1 antagonist: human CHRM1 antagonism; CHO-K1 hM1, Fluo-8 calcium fluorescence, ACh EC80 antagonist; inhibition, % at 3 µM; 360,000 tested, 1.3% active; AID 588852;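 active = percent inhibition above its own plate's cutoff, namely the mean of that plate's compound wells plus 3 SD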;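 also: peak over basal fluorescence ratio during 140 s after agonist addition; 0% = ACh EC80 plus DMSO and 100% = DMSO alone without agonist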
V1aR counter: V1a receptor agonism, counter-screen for OXTR agonists. P37288. CHO-V1R cells, Fluo-8 calcium fluorescence, agonist mode; 0% DMSO, 100% 3 nM vasopressin. activation, % at 3 µM. 320,000 tested, 0.25% active;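 active = activation above the mean activation of all tested compounds plus 3 SD, per screening run, cut at about 20% in these data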;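 also: signal is peak over basal fluorescence ratio across a 100 second FLIPR read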
OXTR ag: human OXTR agonism. CHO-OTR cells, Fluo-8 calcium fluorescence; normalized: DMSO 0%, oxytocin 100%. 320,000 tested, 0.32% active. AID 2435. P30559. activation, % at 3 µM;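 active = activation above the mean of all tested compounds plus 3 SD, cutoff set per screening run, cut at about 20% in these data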;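 also: peak over basal fluorescence ratio from a 100 s FLIPR kinetic read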
M1 ag: activates human CHRM1 receptor | CHO-K1 hM1, Fluo-8 calcium fluorescence, agonist mode; 0% DMSO, 100% acetylcholine EC100 | 360,000 tested, 0.33% active | AID 588814 | P11229 | activation, % at 3 µM;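 active = activation above the run's mean compound activation plus 3 SD, cut at about 16% in these data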;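 also: peak over basal fluorescence ratio within a 140 s kinetic read after compound addition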
An asterisk follows results filed as active; . = no result given.

SMILES | OXTR potentiate | TAAR1 antag | TAAR1 ag | CHO parental Ca | M1 PAM | CHRM1 antagonist | V1aR counter | OXTR ag | M1 ag
CN1CCN(C(=O)Nc2ccc([N+](=O)[O-])cc2)CC1 | -3 | -3 | 0 | -11 | 5 | -1 | 0.0 | -0.3 | -4
Cc1cc(C)cc(OCc2nnc(SCC(=O)OC(C)C)o2)c1 | -1 | -6 | 13 | -11 | 7 | -6 | -0.7 | -1.9 | -7
Cc1cc(C)n(-c2ccc(NC(=O)C3CCN(Cc4ccccn4)CC3)cc2)n1 | -6 | -22 | 2 | 1 | 14 | 0 | 0.1 | 0.6 | -1
COc1cccc(C(=O)NN2c3ccccc3CCc3ccccc32)c1 | 0 | -8 | 1 | -8 | 6 | -9 | 0.4 | -0.9 | -2
Cc1ccc(C(C(=O)NC2CCCC2)N(Cc2ccc(F)cc2)C(=O)c2csnn2)o1 (configuration not stated) | 0 | 4 | 1 | -32 | -2 | 9 | -1.4 | -2.8 | -3
COc1ccc(/C=C2\SC(=S)N(CC(=O)N3CCN(C)CC3)C2=O)cc1 | -4 | -12 | 2 | -4 | 11 | -11 | 2.0 | 1.9 | -5
C/C(=N\NC(=O)c1ccc(NS(=O)(=O)c2cccs2)cc1)c1ccccn1 | 3 | . | . | 4 | . | . | -0.1 | -0.3 | .
NCCc1nnc(SCc2ccccc2Cl)o1 | -1 | -1 | 3 | 11 | -1 | 3 | 0.5 | 1.2 | -7
CC(C)N(C(=O)CSc1nc(Cc2ccccc2)nc2ccccc12)C(C)C | 1 | 28 | 2 | -39 | 4 | -3 | 0.6 | -1.2 | -4
CC1CC(C)CN(C(=O)C(NS(=O)(=O)c2ccc(Br)s2)c2ccccc2)C1 (configuration not stated) | -7 | 20 | 0 | -36 | 5 | -5 | 0.1 | -3.0 | -8
CCN(CC)S(=O)(=O)c1cccc(C(=O)OCC(=O)C23CC4CC(CC(C4)C2)C3)c1 | -1 | 18 | 3 | -9 | 0 | 5 | 0.8 | 0.3 | -3
O=C(CSc1c(Cl)cccc1Cl)NC1CCCc2ccccc21 (configuration not stated) | -8 | -10 | -1 | -21 | 3 | 4 | -2.1 | -2.5 | -8
CC(C)OC(=O)n1c(=S)oc2ccccc21 | -4 | 7 | 9 | 2 | 7 | 0 | -0.4 | -0.9 | -5
COc1cc2[nH]c(C(=O)N3CCc4ccccc4C3)cc2c(OC)c1OC | -1 | -12 | 44* | -25 | 1 | -6 | 3.2 | -1.9 | -6
O=C(NCc1ccccc1)c1ccc(NC(=O)C2CCCC2)cc1 | . | -5 | 1 | . | 4 | -6 | . | . | -6
N#Cc1cccnc1Oc1ccccc1 | -7 | -18 | 0 | -15 | 7 | -6 | 0.3 | -0.7 | -3
COc1ccc(C(=O)N2CCN(c3ccc(C)cc3)CC2)cc1OC | -1 | -4 | 0 | -20 | 6 | -11 | 1.4 | 1.1 | -3
COc1ccc(CCN2C(=NC(=O)CC(C)C)SC3CS(=O)(=O)CC32)cc1OC (configuration not stated) | 0 | 2 | 0 | -17 | 5 | -9 | 1.6 | 3.2 | -3
CC(=O)c1ccc(OC(=O)C2CSC3(C)CCC(=O)N23)cc1 (configuration not stated) | -5 | -6 | 10 | -4 | 2 | -2 | 2.1 | 1.1 | -3
CC1CC(C)CN(CCCNC(=O)Cn2ncc3c([nH]c4ccccc43)c2=O)C1 (configuration not stated) | -7 | -11 | 0 | -2 | 0 | -7 | -0.1 | 0.0 | -5
CC(C)n1c(N2CCN(CC(=O)NCc3cccs3)CC2)nc2ccccc21 | -15 | 9 | -1 | -17 | 8 | -11 | -1.6 | -2.7 | -3
Cc1ccc(-n2cnc(=O)c3cccnc32)cc1 | 4 | -8 | 16 | -7 | 9 | -16 | -0.4 | 1.4 | 2
COc1ccc(C(=O)/C=C/Sc2nc3ccccc3o2)cc1 | -12 | -23 | 0 | -38 | 11 | -3 | -1.1 | 0.0 | 0
COc1ccc(CC(=O)Nc2cccc(/C(C)=N/NC(=O)c3cccc([N+](=O)[O-])c3)c2)cc1 | -13 | 21 | 6 | -16 | 5 | -21 | 1.1 | 2.2 | -1
CC(=O)c1cccc(NC(=O)CSc2nnc(C(C)N(C)C)n2Cc2ccccc2)c1 (configuration not stated) | 6 | -3 | -2 | -20 | 5 | -10 | 0.3 | -0.3 | -7
CCN(c1cccc(C(F)(F)F)c1)S(=O)(=O)c1ccc2c(c1)CCN2C(=O)C1CC1 | -11 | 61* | 6 | 65* | -16 | 33* | 3.1 | 1.1 | 0
CCCSc1nc(C)c2cc(C)cc(C)c2n1 | -14 | -25 | 6 | -18 | 6 | -13 | -0.3 | -2.0 | 3
CC(=O)Nc1sc2c(c1-c1nc3ccccc3s1)CCN(C(C)C)C2 | -3 | . | . | -7 | 3 | -9 | 1.1 | 0.5 | -6
OCC#CCSc1nnc(-c2ccc(Br)cc2)o1 | -21 | -1 | 5 | -8 | -2 | -5 | 1.2 | 5.0 | -3
C=CCn1c(=O)c(C(=O)Nc2cccnc2)c(O)c2ccccc21 | -1 | 1 | -1 | -24 | 3 | -6 | 0.1 | -0.1 | -2

A few values from above:
N#Cc1cccnc1Oc1ccccc1 in M1 PAM has 7
CC(C)N(C(=O)CSc1nc(Cc2ccccc2)nc2ccccc12)C(C)C in OXTR potentiate has 1

(listing goes on)
SMILES | OXTR potentiate | TAAR1 antag | TAAR1 ag | CHO parental Ca | M1 PAM | CHRM1 antagonist | V1aR counter | OXTR ag | M1 ag
COc1ccc(C(=S)NC2CCCCC2)cc1 | 4 | -19 | 9 | -3 | 5 | -7 | -1.0 | -3.0 | -5
CC(=O)C1=C(c2ccccc2)NC(=O)NC1c1ccccc1OCC(=O)Nc1ccccc1 (configuration not stated) | -7 | 20 | 9 | -24 | 6 | -5 | -0.9 | -1.3 | 0
O=C(N/N=C/c1ccc(OC(=O)c2cccc(F)c2)cc1)c1cccnc1 | -8 | 23 | 6 | -11 | -3 | -9 | 5.0 | 4.7 | 2
O=C(CC(c1ccccc1)c1cc(Br)ccc1O)N1CCCC1 (configuration not stated) | -1 | 5 | 0 | -19 | 2 | -9 | -0.7 | -2.1 | -7
Cc1ccc(C)c(N(C)C(=O)COc2cc(=O)n(C)c3ccccc23)c1 | -1 | -3 | 0 | -25 | -4 | -2 | -1.2 | 0.1 | -2
O=C(Nc1nnc(C2CC2)s1)C1CC(=O)N(c2ccc3c(c2)OCCO3)C1 (configuration not stated) | -3 | -24 | -1 | -12 | 6 | -3 | -0.1 | -1.0 | 0
CC(C)CNc1nnnc2c1sc1nc(N3CCOCC3)c3c(c12)CC(C)(C)SC3 | -2 | -6 | 4 | -27 | -6 | -6 | 0.3 | -1.9 | -3
CCCc1[nH]nc2c1C(c1ccc(OC)c(Cn3nnc4ccccc43)c1)C(C#N)=C(N)O2 (configuration not stated) | 0 | . | . | -25 | 1 | -6 | 0.7 | 1.6 | -5
O=c1c2ccccc2[nH]c(=S)n1CCCN1CCC(Cc2ccccc2)CC1 | -14 | -32 | 9 | -27 | -20 | 17 | 2.8 | 2.2 | -9
COc1ccc2[nH]c(=O)c(C3c4cc(OC)c(OC)cc4CCN3C(=O)c3ccco3)cc2c1 (configuration not stated) | 2 | -16 | 2 | -14 | 5 | -7 | -0.2 | 0.1 | -3
CCCCCN(C(=O)CCC(=O)OCC(=O)N(CC)c1ccccc1)c1c(N)n(CCCC)c(=O)[nH]c1=O | -8 | 0 | 2 | -1 | 10 | -14 | -0.6 | 0.8 | -7
O=C(N/N=C/c1cccnc1)c1[nH]ncc1Br | -20 | -15 | 3 | -1 | 3 | 2 | -0.5 | -0.7 | -4
CCOCCn1c(N2CCCC2)nc2c1c(=O)n(C)c(=O)n2C | 1 | -25 | 3 | -7 | 23 | -25 | -0.2 | 0.0 | 4
CCCN1CCC(Oc2cccc(C(=O)NCCc3ccccc3)c2)CC1 | -2 | -11 | 4 | -30 | 2 | -13 | 1.1 | 0.5 | -6
CCOC(=O)CN1CCc2c(C)nc3c(-c4ccc(OC)c(OC)c4)cnn3c21 | 0 | 1 | 1 | -11 | 6 | 0 | -0.7 | -1.2 | -6
COc1ccccc1N=CC=C1OC(C)(C)C(C)(C)O1 | -3 | 27 | 14 | -15 | 3 | 1 | -0.7 | 0.1 | -8
CCCN1CCN(C(=O)c2ccc3nc(CC)c(CC)nc3c2)CC1 | 16 | -9 | 4 | -14 | -1 | 6 | -0.1 | -0.3 | -10
CC(C)=C(NC(=O)c1ccccc1)C(=O)N1CCOCC1 | -4 | -2 | 0 | -3 | 8 | 1 | 0.7 | 0.4 | -2
O=C(COC(=O)c1ccccc1Sc1ccc(C(F)(F)F)cc1[N+](=O)[O-])NC(=O)NC1CCCC1 | -12 | -4 | 2 | -14 | 3 | -1 | 0.0 | -0.2 | -8
Cc1cc(N2CCOCC2)n2nc(C)c(-c3ccccc3)c2n1 | -20 | 0 | 13 | -25 | 10 | -28 | -1.3 | -1.6 | 1
C=CCNC(=O)/C=C/c1c(F)cccc1Cl | -4 | -8 | 4 | -4 | 19 | -6 | 0.5 | -1.3 | -4
OC(c1cc(F)cc(Cl)c1)c1ncc(-c2ccc(Cl)cc2)[nH]1 (configuration not stated) | . | 41 | 23 | . | 2 | -6 | . | . | 4
O=C(Cn1nc(-c2ccccc2Cl)ccc1=O)Nc1ccccc1-c1ccccc1 | -28 | 17 | 5 | -15 | 3 | 2 | 0.1 | -0.3 | 0
COc1ccc(C(=O)C2CCCN(S(=O)(=O)c3ccc(C(C)=O)cc3)C2)c(C)c1 (configuration not stated) | -14 | 47 | 10 | 10 | -19 | 43* | 13 | 9.2 | 4
COc1ccc(N(CC(=O)NC2CCCCC2)C(=O)CCC(=O)Nc2nc(C)cs2)cc1 | -11 | -10 | 8 | -19 | 6 | -3 | 1.1 | 4.2 | -7
COC(=O)CN(c1ccccc1)S(=O)(=O)c1cc(Br)ccc1OC | -10 | 3 | -1 | -3 | 7 | -3 | -1.5 | -2.3 | -5
COc1ccc(/C=C/C(=O)OCC(=O)Nc2nnc(-c3ccccc3)o2)c(OC)c1 | . | -13 | 0 | . | 7 | -18 | . | . | -5
COc1ccc(NC(=S)N/N=C/c2cccn2Cc2ccccc2F)cc1 | -8 | 23 | -2 | -4 | 9 | -23 | 0.4 | -0.4 | -3
